Bioassay records as filed in PubChem.
CHT block: inhibitors of human choline transporter CHT; AID 488975; B-score at 10 µM; 310,000 compounds, 0.86% hits; Q9GZV3; CHT-expressing cells, membrane potential dye, choline response; hits give low values;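 active = B-score over 3 SD under the library average, and starting fluorescence ratio not unusually high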;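 also: choline stimulus applied at its EC90 after an EC20 pre-addition; B-score computed on integrated fluorescence ratio after choline addition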
Target sequence (Q9GZV3 whole entry, looked up): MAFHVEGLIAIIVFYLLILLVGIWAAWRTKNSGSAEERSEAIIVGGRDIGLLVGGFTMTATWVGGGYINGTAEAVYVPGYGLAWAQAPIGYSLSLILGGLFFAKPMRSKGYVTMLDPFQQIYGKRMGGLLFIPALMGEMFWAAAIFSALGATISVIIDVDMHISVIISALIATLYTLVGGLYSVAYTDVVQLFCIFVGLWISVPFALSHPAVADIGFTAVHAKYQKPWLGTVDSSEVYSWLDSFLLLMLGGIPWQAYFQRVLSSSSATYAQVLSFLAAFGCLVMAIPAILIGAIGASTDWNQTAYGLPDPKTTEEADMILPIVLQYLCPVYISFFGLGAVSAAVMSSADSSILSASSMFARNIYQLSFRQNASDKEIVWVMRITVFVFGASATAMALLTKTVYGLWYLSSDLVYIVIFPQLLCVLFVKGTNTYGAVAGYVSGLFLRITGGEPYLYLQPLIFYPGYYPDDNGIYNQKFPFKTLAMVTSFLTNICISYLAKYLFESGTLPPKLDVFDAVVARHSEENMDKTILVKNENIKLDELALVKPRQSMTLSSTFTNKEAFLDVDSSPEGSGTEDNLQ
CHT allo act: allosterically activates the human high affinity choline transporter; Q9GZV3; CHT-expressing cells, membrane potential dye, choline EC20; hits give high values; LV-AA mutant CHT in HEK293 cells; B-score at 10 µM; 310,000 compounds, 0.49% hits; AID 488977;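 active = initial fluorescence not abnormally high and integrated response B-score, plate-corrected, over 3 SD above library mean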
* hit, by the source's call; i = inactive.

SMILES	CHT block	CHT allo act
O=C(OC1CCOC1=O)c1cc(-c2ccc(Br)cc2)nc2ccccc12 (stereo not given)	i	i
CC(C)(C)Nc1nc2cc([N+](=O)[O-])ccc2o1	i	i
CC(C)CCNC(=O)CCCOc1cc(=O)n(C)c2ccccc12	i	i
O=C(N1CCN(c2ccccc2)CC1)C1(c2cccs2)CCOCC1	i	i
Cc1cccc(C(=O)N2CCN(c3ccc(N4CCOCC4)nn3)CC2)c1	i	i
O=C(O)CCC(=O)N(Cc1ccccc1)Cc1ccccc1	i	i
O=C(N/N=C/c1ccc(OC(F)F)cc1)c1ccc(Br)cc1	i	i
CCOC(=O)c1cc2occc2n1CC(=O)N1CCCc2ccccc21	i	i
CCOc1ccc(NC(=O)CC2SC(=O)N(c3ccccc3)C2=O)cc1 (stereo not given)	i	i
COc1cc(C)c(NC(=S)Nc2cccc(Cl)c2)cc1OC	i	i
O=C1CSC(c2ccccc2)N1CCc1ccccc1 (stereo not given)	i	i
Cc1c(Cl)cccc1NC(=O)[C@@]1(CC(=O)O)CC(/C=C/c2ccccc2)=NO1	i	i
Cc1cc2nnc(SCC(=O)N3CCCCCC3)n2c(N)n1	i	i
CC(CC(=O)NCCc1ccc(F)cc1)c1ccccc1 (stereo not given)	i	i
CCc1ccc(NC(=O)Cn2nc(C(=O)O)c3ccccc3c2=O)cc1	i	i
C=CCNC(=S)N/N=C/c1ccc(C)cc1C	i	i
COc1ccc(CCNC(=O)c2cc3c(=O)n4ccccc4nc3n(Cc3ccco3)c2=N)cc1OC	i	i
COc1ccc(N2C(=O)/C(=C\c3ccco3)N=C2SCC(=O)N(C(C)C)C(C)C)cc1Cl	i	i
CCOc1ccc(-n2nc(C(=O)N3CCN(CC)CC3)c3ccccc3c2=O)cc1	i	i
Cc1c(-c2ccncc2)oc2ccc(Br)cc2c1=O	i	i
CCOC(=O)Cn1c(O)c(N=NC(=O)CNC(=O)Cc2ccccc2)c2ccccc21	i	i
COc1cccc(C=Nc2ccccc2C(=O)Nc2ccccc2)c1O	i	i
CCOc1ccc(CN2CCC(=O)NC2=O)cc1	i	i
CCn1cc(C(=O)Nc2cc(C)ccc2C)c(=O)c2ccc(C)nc21	i	i
CCOC(=O)C1(CCc2ccccc2)CCN(Cc2cc(OC)c(OC)cc2OC)CC1	i	10.5*
CCOC(=O)CCNC(=O)N1CCCC(C(=O)c2cc(C)c(OC)c(C)c2)C1 (stereo not given)	i	i
COc1ccc(NC(=O)CSc2nnc(Cc3cccn3C)n2CCc2ccccc2)cc1OC	i	i
CCCCNC(=O)Cc1cc(=O)[nH]c(=O)[nH]1	i	i
Cn1nnc2cc(C(=O)NCCC3=CCCCC3)ccc21	i	i
Cc1nn(C(=O)c2c([N+](=O)[O-])cnn2C)c(C)c1Cl	i	i
Brc1ccc(-c2nnc(-c3ccco3)o2)cc1	i	i
CSc1ccc(C2Nc3cccc4cccc(c34)N2)cc1	i	i
CCc1c(C)sc(NC(=O)c2cc(CC(C)C)on2)c1C#N	i	i
Cc1nnc(SCC(=O)Nc2ccccc2)c2ccccc12	i	i
CCNC(=O)c1ccccc1-c1nc(-c2ccccc2Cl)no1	i	i
O=C(CNC(=O)c1ccco1)N/N=C/c1cc(Br)ccc1O	i	i
CN(CCNC(=O)c1cn(C)c2ccc(S(=O)(=O)N3CCCC3)cc2c1=O)CCc1ccccc1	i	i
Cc1nc([N+](=O)[O-])c(Sc2nc3ccc([N+](=O)[O-])cc3[nH]2)n1Cc1ccccc1	i	i
CCCC1=C(C(=O)OCC)C(c2sccc2C)n2ncnc2N1 (stereo not given)	i	i
O=c1c(N2CCOCC2)nsnc1N1CCOCC1	i	i
O=C1COC(c2ccccc2)C2CCCCN12 (stereo not given)	i	i
COc1ccc(CNC(=O)CCc2c(C)nc3ncnn3c2C)cc1	i	i
CCC(=O)N/C(=N/c1nc(C)cc(C)n1)Nc1ccc(C)cc1	i	i
COc1ccc(NC(=S)NC(=O)Cc2ccccc2)cc1	i	i
O=C(COc1ccc(Br)cc1CNCCc1ccccc1)NCc1ccccc1	i	i
O=C(OCC(=O)N1CCOCC1)c1cccc(F)c1	i	i
CCCCCc1ccc(-c2cn(Cc3cccc(OC)c3)nn2)cc1	i	i
Cn1c(=O)c2c(nc(NNC(=O)C(F)(F)F)n2C)n(C)c1=O	i	i
CCOC(=O)c1[nH]c(C)c(C(=O)Nc2cccc(Cl)c2C)c1C	i	i
O=P(O)(CCc1ccccn1)CN1CCCCC1	i	i
COc1ccc(CCNc2ccc(C(CC(N)=O)NC(=O)c3cc(C)cc(C)c3)cc2[N+](=O)[O-])cc1 (stereo not given)	i	i
COC(=O)c1ccc(C(=O)OC)c(NC(=O)CS(=O)(=O)Cc2ccccc2)c1	i	i
COc1ccc(C(=O)CN2C3=NCCCN3c3ccccc32)cc1OC	i	i
O=C(COc1ccccc1)N1CCN(C(=O)c2cccs2)CC1	i	i
COc1ccc2nc(C)cc(SCC(NC(C)=O)C(=O)OC(C)C)c2c1 (stereo not given)	i	i
FC(F)Sc1ccc(NC(=S)NC2CCCCC2)cc1	i	i

Next part
SMILES	CHT block	CHT allo act
CSc1nnc(-c2ccc(S(=O)(=O)N3CCOCC3)cc2)n1CC1CCCO1 (stereo not given)	i	i
NC(=O)Cc1ccc(C(=O)c2ccc(Cl)cc2Cl)s1	i	i
Cc1ccccc1NC(=O)c1cnn(-c2ccccc2)c1C	i	i
COc1ccc(C[C@@H]2CN3C(=NC[C@@H]3C)N2C[C@H](C)NC(=O)c2ccc(C)c(Br)c2)cc1	i	i
Fc1cc(Br)ccc1COc1ccc(-c2nnco2)cc1	i	i
Cc1csc(NC(=O)c2ccncc2)n1	i	i
CCCCNC(=O)CS(=O)Cc1nc(-c2cccs2)oc1C (stereo not given)	i	i
CCNc1nc(NCC)nc(Nn2cnnc2)n1	i	i
O=C1CCCC(=O)N1c1ccc(N2CCN(c3ccc([N+](=O)[O-])cc3)CC2)c([N+](=O)[O-])c1	i	i
COC(=O)c1cc(C#N)c(Oc2ccc(F)cc2)nc1C	i	i
N#C/C(=C/c1ccc(N2CCCCCC2)o1)c1ccc(Cl)cc1	i	i
O=C(NCc1ccccc1Cl)C1CCN(S(=O)(=O)c2ccc(-n3cnnn3)cc2)CC1	i	i
O=C(CSc1nc(O)cc(=O)[nH]1)C1CC1	i	i
O=C(CC1(C(=O)O)CCCC1)N1CCOCC1	i	i
CC(Cc1ccccc1)NC(=O)CN1C(=O)c2ccccc2S1(=O)=O (stereo not given)	i	i
CC(C)CSc1nc2c(=O)[nH][nH]c(=O)c2n1Cc1ccccc1	i	i
COc1cc(/C=C(\C#N)c2nc3ccccc3[nH]2)cc(OC)c1O	i	i
O=C(NCCCN1CCOCC1)c1ccc(Cl)cc1[N+](=O)[O-]	i	i
CC(NC(=O)c1cnc2n(c1=O)CCS2)c1ccccc1 (stereo not given)	i	i
CCN(CC)C(=O)c1nn(-c2ccccc2)c2c1C1CCC2(C)C1(C)C (stereo not given)	i	i
CCOC(=O)c1sc2nc(CSc3ccccc3Cl)[nH]c(=O)c2c1C	i	i
O=C(c1cccc(OC2CCN(Cc3cccc(OCCO)c3)CC2)c1)N1CCCC1	i	i
COc1ccccc1Nc1nc(NCc2ccco2)c2ccccc2n1	i	i
CCCCCC(=O)Nc1cc(S(=O)(=O)N2CCCCC2)ccc1N1CCOCC1	i	i

Profiles, looked up by structure.
`CCN(CC)C(=O)c1nn(-c2ccccc2)c2c1C1CCC2(C)C1(C)C` (stereo not given) is listed with CHT block = i; CHT allo act = i
`COc1ccccc1Nc1nc(NCc2ccco2)c2ccccc2n1` is listed with CHT block = i; CHT allo act = i

(listing goes on)
SMILES	CHT block	CHT allo act
COc1ccc(C2/C(=C(/O)c3ccc(C)cc3)C(=O)C(=O)N2C)c(OC)c1 (stereo not given)	i	i
Cn1c(=O)c2c(nc(NCc3ccco3)n2C)n(C)c1=O	i	i
CCN(CC)S(=O)(=O)c1ccc(C(=O)Nc2ccc(Cc3ccncc3)cc2)cc1	i	i
COc1cc(Cl)c(C)cc1Nc1ncccn1	i	i
COc1ccc(Cc2nnc(NS(=O)(=O)c3ccc(Cl)cc3)s2)cc1OC	i	i
COc1ccc(C(=O)C2CCN(CC(=O)Nc3ccccc3F)CC2)cc1	i	i
COc1ccc(C(N)=S)c(OC)c1	i	i
Oc1cccc2ccc[n+](CC(O)Cn3c4ccccc4c4ccccc43)c12 (stereo not given)	i	i

Exported as labelled records: entries from further up
smiles: FC(F)Sc1ccc(NC(=S)NC2CCCCC2)cc1
  CHT block: i	CHT allo act: i
smiles: COC(=O)c1cc(C#N)c(Oc2ccc(F)cc2)nc1C
  CHT block: i	CHT allo act: i
smiles: COc1ccc(C[C@@H]2CN3C(=NC[C@@H]3C)N2C[C@H](C)NC(=O)c2ccc(C)c(Br)c2)cc1
  CHT block: i	CHT allo act: i

Later entries.
SMILES	CHT block	CHT allo act
O=C(OCC(=O)N1CCCC1)c1cccc(Br)c1	i	i
Cc1cc(NC(=O)C(C)C)ncc1NC(=O)CCc1ccccc1	i	i
O=C(CSc1n[nH]c(-c2ccncc2)n1)Nc1ccc(Cl)c(C(=O)O)c1	i	i
CC(C)Cn1c(N)c(C=O)c(=O)[nH]c1=O	i	i
Cc1noc(C)c1COc1cccc(C(=O)Nc2ccccc2N2CCOCC2)c1	i	i
COc1ccc(N2CCN(C(=O)COC(=O)/C=C/c3ccc(OC(F)F)cc3)CC2)cc1	i	i
CCCCOc1ccc(C(=O)CCN2CCOCC2)cc1	i	i
CCOc1ccc(-c2ccc(SCC(=O)Nc3nnc(CC)s3)nn2)cc1	i	i
COc1ccccc1CN1CC(C(=O)NCc2nccn2C)CCC1=O (stereo not given)	i	i
COc1ccc(O)c(/C=N/NC(=O)c2c(C)nnn2-c2nonc2N)c1	i	i
COc1ccccc1CN1CC(C(=O)NCc2cc(C)on2)CCC1=O (stereo not given)	i	i
CC1CCCCN1CCNC(=O)c1ccc2c(=O)n(CCc3ccccc3)c(=O)[nH]c2c1 (stereo not given)	i	i
CNC(=S)Nc1ccc(C23CC4CC(CC(C4)C2)C3)cc1	i	i
CCOc1ccc(CCNC(=O)c2cn(C)c3ccc(S(=O)(=O)N4CCOCC4)cc3c2=O)cc1OCC	i	i
O=C(CCC(=O)N1CCN(C2CCCCC2)CC1)Nc1nnc(C(F)(F)F)s1	i	i
O=C(Cc1ccc(-n2c(=O)[nH]c3ccccc3c2=O)cc1)N1CCN(c2ccccc2)CC1	i	i
COc1cc(/C=N/NC(=O)c2ccncc2)ccc1OC(=O)c1cccc(F)c1	i	i
O=C(CNC(=O)c1ccc(Br)o1)NCc1ccc2c(c1)OCO2	i	i
CCn1c(SCC(=O)O)nnc1-c1cc2c(C)nn(-c3ccccc3)c2s1	i	i
O=C(CNC(=O)c1ccncc1)N/N=C/c1ccc(Br)cc1	i	i
CCOC1OC(=O)C(Cl)=C1Nc1ccc(C)cc1C (stereo not given)	i	i
Cc1cc(-c2ccco2)n(CC(=O)NCCCc2ccccc2)n1	i	i
CCn1nc(C(=O)Nc2cccc(C(F)(F)F)c2)c(Cl)c1Cl	i	i
CCn1c2ccccc2c2cc(NC(=O)CSc3nnc(-c4cccc(C)c4)o3)ccc21	i	i

2 entries from above, reformatted:
Cc1c(Cl)cccc1NC(=O)[C@@]1(CC(=O)O)CC(/C=C/c2ccccc2)=NO1
  CHT block: i	CHT allo act: i

CSc1nnc(-c2ccc(S(=O)(=O)N3CCOCC3)cc2)n1CC1CCCO1 (stereo not given)
  CHT block: i	CHT allo act: i

Next section
SMILES	CHT block	CHT allo act
c1ccc(-c2ccccc2OCCOCCN2CCOCC2)cc1	i	i
O=C(Nc1nonc1NC(=O)c1cccs1)c1cccs1	i	i
COc1ccc(O)c(/C=N\NC(=O)CCn2nnc3ccccc32)c1	i	i
CCOC(=O)NC(=O)c1cn(CCNCCO)c(=O)[nH]c1=O	i	i
CCNC(=O)COC(=O)C1CCC(=O)N(c2ccc(OC)cc2)C1c1ccc(OC)cc1 (stereo not given)	i	i
COc1ccccc1NC(=O)Cn1nc(C(F)(F)F)c2c1CCCC2	i	i
Cc1c(C)c2ccc(OCC(=O)Nc3ccc(N4CCC(C)CC4)cc3)cc2oc1=O	i	i
CCCCCCCCNc1nc(Cl)nc(NCc2ccco2)n1	i	i
COc1ccc(/C=C/C(=O)NCC(=O)n2nc(C)cc2C)cc1	i	i
COc1ccc(/C=C2\SC(=S)N(CCCC(=O)NNC(=O)c3ccccc3O)C2=O)cc1	i	i
COc1ccc(C(=O)CC(=O)C(=O)Nc2cccc(C(C)=O)c2)cc1	i	i
O=C(NCc1ccco1)c1ccc([N+](=O)[O-])cc1Cl	i	i
Cc1ccc(-n2ncc3c2CC(C)(C)CC3NC(=O)CN2CCCC2=O)cc1 (stereo not given)	i	i
Cc1ccc(-c2nc(N)s[n+]2-c2ccccc2)cc1	i	i
COc1cccc(-c2nc(NC3CCCC3)c3ccccc3n2)c1O	i	i
Cc1cc(NC(=O)CCC(=O)N(Cc2ccco2)C2(C(=O)NC3CCCCC3)CCCC(C)C2)no1 (stereo not given)	i	i
Cc1cc(NC(=O)CCC(=O)N(Cc2ccco2)C2(C(=O)NC3CCCC3)CCC(C)CC2)no1 (stereo not given)	i	i

Compounds were not picked by outcome. About 1.5% of those tested had a hit in this group.
